Screens deposited in PubChem by Broad Institute.
Cneo AK release: Cryptococcus neoformans cell lysis inducers, primary screen, AK release luminescence, single concentration; hit rate 0.2% among 360,000; lysis activity, % at 15 µM; C. neoformans lysis, adenylate kinase release luminescence, 4 h; normalised: neutral wells 0, clomiphene wells 100; AID 651654, 2012;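 active means mean lysis activity across replicates of at least 80%, whatever share of replicates individually reach that level; inactive means mean lysis activity below 80%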
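Assay system: C. neoformans cells. Amount: yeast cell density of 5 × 10^6 cells/mL. Technique: AK luminescence. Buffer or medium: YPD. Times: static 4 h at 37 °C with compound, 1 h detection. Dosing: single-point compound dose. Read-out: lysis from increased AK signal.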
LGR2 antag: inhibitors of bursicon-induced LGR2 CRE-luciferase signal, primary screen, cell-based, HEK293, CRE-luciferase reporter, bursicon stimulation | Drosophila bursicon receptor LGR2 (rickets) | bursicon-stimulated, 4 h | inhibition, % at 9.99 µM | hit rate 0.35% among 380,000;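 active means drop in luminescence signal, shown as inhibition above about 50% in the replicate tests, limit read from the data, passing the limit was not always enough; inconclusive means probably only some replicates passing the limit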;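 further: agonist challenge used bursicon conditioned medium at about half maximal strength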
CASP6 VEID inh: human caspase-6 inhibitors, primary screen, biochemical, VEID-R110 fluorescence, single point, set 2; purified caspase-6, Z-VEID-R110 cleavage fluorescence; inhibition, % at 12.5 µM; hit rate 0.53% among 350,000; AID 686996, 2013;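 active means mean inhibition across replicates at least about 35%, with every replicate also reaching that limit, limit read from the data; inconclusive means only one of the two criteria met; inactive means neither criterion met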;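 further: 0% = median of neutral control wells and 100% = no fluorescence left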
Target sequence (P55212 24-179 limits assumed): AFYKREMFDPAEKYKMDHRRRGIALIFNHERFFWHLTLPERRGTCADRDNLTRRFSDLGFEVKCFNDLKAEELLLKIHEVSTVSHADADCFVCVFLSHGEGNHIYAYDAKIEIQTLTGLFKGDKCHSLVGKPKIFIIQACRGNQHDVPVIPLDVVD
Target sequence (P55212 194-293 limits assumed): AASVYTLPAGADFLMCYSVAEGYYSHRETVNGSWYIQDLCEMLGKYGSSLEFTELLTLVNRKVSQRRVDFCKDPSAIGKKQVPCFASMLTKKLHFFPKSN
EWS-Fli block: EWS/Fli-driven NR0B1 reporter inhibitors, primary screen, A673 cells, NR0B1 luciferase, luminescence, MLPCN library; inhibition, % at 12.6 µM; hit rate 0.67% among 350,000; AID 651661, 2012; viability-normalised;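 active means mean inhibition of at least 50% after viability correction, with every replicate also passing that limit; inconclusive means mean reaches 50% but only one of two replicates passes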;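 further: firefly luciferase signal divided by Alamar Blue viability fluorescence both relative to DMSO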
miR122 inh: miR-122 Renilla sensor signal increase in Huh7, primary screen, miR-122 inhibitor project, cell-based, single point, plate reader. Huh7 miR-122 Renilla luciferase sensor, 48 h; neutral wells = 0, positive control = 100. activation (reporter increase), % at 12.5 µM. hit rate 0.3% among 340,000;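 active means mean replicate activation score at least 90 and every replicate individually at or above 90; inconclusive means only one of the two criteria met; inactive means neither criterion met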;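 further: higher luciferase means less miR-122 activity so hits act as miR-122 inhibitors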
PAX8 inh HTS: inhibitors of PAX8-driven TPO luciferase reporter, primary screen, RMG-I cells, single concentration; SteadyGlo, 24 h; inhibition, % at 12.6 µM; hit rate 1.2% among 360,000; AID 652154, 2013;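 active means mean replicate inhibition at least 60% with every replicate also reaching 60%; inconclusive means only one of the two criteria is met; inactive means mean below 60% and not all replicates reaching 60%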;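 further: luciferase light reporting Pax8 driven TPO promoter activity; plate controls were median of neutral control wells for no effect and mitoxantrone controls for full effect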
FN deposition inh: inhibitors of fibronectin matrix deposition, primary screen, AH1F cells, Alexa488-fibronectin fluorescence, plate reader; AH1F fibroblasts, overnight; inhibition, % at 12.6 µM; hit rate 0.086% among 350,000; AID 743247, 2014;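 active means mean inhibition across replicates of 30% or more, regardless of how many single replicates reach that level; inconclusive means mean under 30% yet at least half of replicates reach 30%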;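 further: positive control wells lacked labelled fibronectin entirely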
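Material – AH1F fibroblast monolayer, labelled fibronectin deposition · Reagent – labelled fibronectin 24 nM · Timing – 1 h adhesion, overnight exposure · Measured by – fluorescence at 485 nm excitation, 525 nm emission · Read-out – inhibition of fibronectin deposition signal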
PGC1a acetyl inh: inhibitors of PGC1a acetylation signal, primary screen, cell-based, U2OS, AlphaScreen, inhibitor mode; AID 651687, 2012; AlphaScreen anti-acetyl-lysine; with virally co-expressed GCN5 acetyltransferase; inhibition, % at 15.6 µM; hit rate 0.17% among 350,000;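 active means every replicate shows inhibition of at least 40%; inconclusive means mean inhibition at least 40% but some replicate below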;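 further: 0% = neutral control wells and 100% = positive control wells; some results beyond the cut were filed as inactive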
Starred values were filed as active, the others as inactive; ? = inconclusive; . = not tested or not shown; & = joins results of further samples; [ ] = dose if it differs, or a comment.

SMILES	Cneo AK release	LGR2 antag	CASP6 VEID inh	EWS-Fli block	miR122 inh	PAX8 inh HTS	FN deposition inh	PGC1a acetyl inh
COc1ccccc1NS(=O)(=O)c1ccc(C(=O)NCC(c2ccco2)N(C)C)cc1 (stereo unspecified)	-1	-12	0	-2	0	7	-6	1
O=C(C1CC1)N1CCCCN2[C@H](CO)[C@H](c3ccc(C#CC4CCCC4)cc3)[C@@H]2C1	-7	-2	0	5	3[16.7 µM]	-7	.	-3
C=CCn1c(NCc2ccc(N(C)C)cc2)nc2ccccc21	-2	.	.	.	8	-26	3	8
O=C(c1ccc(OC2CCN(Cc3ccccc3O)CC2)cc1)N1CCCCC1	2	-4	-3	12	3	14	5	0
Cc1ccc(S(=O)(=O)N(C)C[C@@H]2Oc3ncc(-c4ccncc4)cc3C(=O)N([C@@H](C)CO)C[C@H]2C)cc1	-6	-18	0	2	-6[16.7 µM]	.	7	-11
c1cncc(-c2ccc3[nH]ccc3c2)c1	3	-13	2	-56	.	-117	0	.
C=CCn1c(=O)n(CCOC)c(=O)c2sc3ccccc3c21	-1	-7	0	7	.	20	-4	.
O=C(c1noc2c1CCCC2)N1CCc2c([nH]c3ccccc23)C1c1ccccn1 (stereo unspecified)	.	3	0	6	.	16	6	.
CC(=O)NC(c1ccc(F)c(F)c1)c1nc(-c2ccncc2)cs1 (stereo unspecified)	1	.	-4	2	-3	7	1	4
CCOC(=O)c1cc(C)nc(SC)c1C#N	.	2	-2	-68	.	-6	9	-2
CC(C)NC(=O)N(C)C[C@@H]1Oc2ccc(NC(=O)Nc3ccc(F)cc3)cc2C(=O)N([C@@H](C)CO)C[C@@H]1C	-3	5	2	-13	-4[16.7 µM]	-4	.	3
COc1cc(OC)cc(-c2c(C#Cc3ccsc3)c3cc(-c4ccc5c(c4)OCCO5)ccc3n2C)c1	0	-4	-2	-6	0	-6	5	4
CCOC(=O)C1=C(c2ccc(OC)cc2)OC(N)=C(C#N)C1c1cccnc1 (stereo unspecified)	1	0	1	1	15	9	2	38
Cc1cc(C)nc(SCCC(=O)Nc2ccccc2)n1	-1	-9	-3	4	2	.	.	-14
COc1ccc(-n2c(=O)[nH]cc(C(=O)Nc3ccccc3)c2=O)cc1	4	-7	2	-7	10	15	-4	4
Cc1noc(C)c1NC(=O)Nc1ccc2c(c1)CC(=O)N([C@@H](C)CO)C[C@@H](C)[C@@H](CN(C)CC1CCCCC1)O2	2	9	-1	9	-5[16.7 µM]	.	.	-2
COc1cccc(S(=O)(=O)N2CCCCN3[C@H](CO)[C@H](c4ccc(C#CC5CC5)cc4)[C@@H]3C2)c1	-2	2	.	-3	-1[16.7 µM]	-2	.	-2
C=CCc1c(C)nc2c(-c3ccccc3)cnn2c1N1CCOCC1	0	-136	-1	-114	-1	-179	2	-4
COc1cccc(CN(C)C[C@H]2OCc3ccccc3-c3c(n(C)c4ccccc34)C(=O)N([C@H](C)CO)C[C@@H]2C)c1	.	18	-4	3	.	13	-11	.
CCCNC(=O)[C@H]1N[C@H]2c3ccc(C4=CCCCC4)c(=O)n3C[C@H]2[C@@H]1CO	-3	10	1	1	3[16.7 µM]	.	.	.
CCOC(=O)c1c(N)sc(C(=O)N(C)C)c1CN1CCOCC1	-2	6	0	7	4	.	.	-2
O=C1c2cccc([N+](=O)[O-])c2C(=O)N1C1CCCCC1	1	5	5	-12	-6	4	3	.
CC(C)(C)NC(=O)CN(Cc1ccc(F)cc1)C(=O)Cn1nnc(-c2ccc(F)cc2)n1	1	-1	0	-3	14	20	7	-2
CC(C)NC(=O)N(C)C[C@H]1Oc2c(NC(=O)c3cnccn3)cccc2C(=O)N([C@H](C)CO)C[C@H]1C	-5	-14	-1	.	2[16.7 µM]	-7	.	-4
C[C@H](NC(=O)C[C@@H]1CC[C@H]2[C@@H](COC[C@@H](O)CN2C(=O)Nc2cc(Cl)cc(Cl)c2)O1)c1ccccc1	-3	10	0	8	-1[16.7 µM]	-25	3	0
C[C@@H]1CN([C@H](C)CO)C(=O)c2cc(NC(=O)Nc3ccc(F)cc3)ccc2O[C@@H](C)CCCCO[C@H]1CN(C)Cc1ccc(C(F)(F)F)cc1	1	-13	1	70*	-9[16.7 µM]	107*	-18	6
CC(C)C[C@@H](COCc1cccc(C(F)(F)F)c1)N1CCN(C(=O)c2ccc(C(F)(F)F)cc2)CCC1=O	.	23	1	1	.	32	3	.
Cc1nn(Cc2ccc(C(=O)O)o2)c(C)c1[N+](=O)[O-]	.	15	-3	-2	.	-23	7	.
Cn1c(C(=O)NCCCN2CCN(c3ccc(F)cc3)CC2)cc2c(=O)n(C)c3ccccc3c21	-1	-25	0	5	-5	-7	-8	3
CCN(CC)S(=O)(=O)c1ccc(/C=C/C(=O)N(c2ccccn2)C2CCCCC2)cc1	-1	-3	1	-6	12	-2	8	4

Already shown: an excerpt of the list.
SMILES	Cneo AK release	LGR2 antag	CASP6 VEID inh	EWS-Fli block	miR122 inh	PAX8 inh HTS	FN deposition inh	PGC1a acetyl inh
C=CCc1c(C)nc2c(-c3ccccc3)cnn2c1N1CCOCC1	0	-136	-1	-114	-1	-179	2	-4
COc1cccc(CN(C)C[C@H]2OCc3ccccc3-c3c(n(C)c4ccccc34)C(=O)N([C@H](C)CO)C[C@@H]2C)c1	.	18	-4	3	.	13	-11	.
CCCNC(=O)[C@H]1N[C@H]2c3ccc(C4=CCCCC4)c(=O)n3C[C@H]2[C@@H]1CO	-3	10	1	1	3[16.7 µM]	.	.	.
CCOC(=O)c1c(N)sc(C(=O)N(C)C)c1CN1CCOCC1	-2	6	0	7	4	.	.	-2
O=C1c2cccc([N+](=O)[O-])c2C(=O)N1C1CCCCC1	1	5	5	-12	-6	4	3	.
CC(C)(C)NC(=O)CN(Cc1ccc(F)cc1)C(=O)Cn1nnc(-c2ccc(F)cc2)n1	1	-1	0	-3	14	20	7	-2
CC(C)NC(=O)N(C)C[C@H]1Oc2c(NC(=O)c3cnccn3)cccc2C(=O)N([C@H](C)CO)C[C@H]1C	-5	-14	-1	.	2[16.7 µM]	-7	.	-4
C[C@H](NC(=O)C[C@@H]1CC[C@H]2[C@@H](COC[C@@H](O)CN2C(=O)Nc2cc(Cl)cc(Cl)c2)O1)c1ccccc1	-3	10	0	8	-1[16.7 µM]	-25	3	0
C[C@@H]1CN([C@H](C)CO)C(=O)c2cc(NC(=O)Nc3ccc(F)cc3)ccc2O[C@@H](C)CCCCO[C@H]1CN(C)Cc1ccc(C(F)(F)F)cc1	1	-13	1	70*	-9[16.7 µM]	107*	-18	6
CC(C)C[C@@H](COCc1cccc(C(F)(F)F)c1)N1CCN(C(=O)c2ccc(C(F)(F)F)cc2)CCC1=O	.	23	1	1	.	32	3	.
Cc1nn(Cc2ccc(C(=O)O)o2)c(C)c1[N+](=O)[O-]	.	15	-3	-2	.	-23	7	.
Cn1c(C(=O)NCCCN2CCN(c3ccc(F)cc3)CC2)cc2c(=O)n(C)c3ccccc3c21	-1	-25	0	5	-5	-7	-8	3

New compounds follow.
SMILES	Cneo AK release	LGR2 antag	CASP6 VEID inh	EWS-Fli block	miR122 inh	PAX8 inh HTS	FN deposition inh	PGC1a acetyl inh
CCOc1ccccc1NC(=O)Nc1ccsc1C(=O)OC	-5	2	-2	.	.	-17	.	.
CCCCCn1c(S(=O)(=O)O)nc2ccccc21	1	.	.	.	-2	12	.	-8
Cc1nc2c(-c3ccc(F)cc3)cnn2c(N)c1-c1ccc(F)cc1	-3	-47	1	-73	9	-127	1	-9
CO[C@H]1CN(C)C(=O)c2cc(NS(C)(=O)=O)ccc2OC[C@H](C)N(C(=O)NC(C)C)C[C@H]1C	.	-3	.	0	12[16.7 µM]	-16	.	?
CS(=O)(=O)N(CC(=O)N1CCCC1)c1cccc(Cl)c1	-7	.	.	.	-3	.	3	0
Fc1ccccc1COc1ccc(Br)cc1CNCC1CCCO1 (stereo unspecified)	.	-2	1	4	.	1	2	-19
Cc1cc(C)cc(NC(=O)c2ccccc2CC[N+](=O)[O-])c1	0	-2	.	.	6	.	.	14
CCn1c(=O)n(CC)c2cc(S(=O)(=O)N3CCC(c4ccccc4)CC3)ccc21	0	15	-1	.	.	.	.	-13
Cc1cccc(N2C(=O)N3[C@H](c4ccc(Br)cc4)[C@@H]4C(=O)N(C(C)(C)C)C(=O)[C@@H]4[C@]3(Cc3ccc(Cl)cc3)C2=O)c1	0	9&23	-1&-2	-2	0	18	1	-1
Cc1ccc(S(=O)(=O)N(CC(O)CN2CCOCC2)c2cc(Cl)ccc2Cl)cc1 (stereo unspecified)	0	-21	.	.	1	.	.	-17
O=C(Cc1ccccc1)NC1CCN(C(=O)NCc2ccccc2)CC1	2	.	.	.	-2	8	-8	14
C[C@H](O)C#Cc1cnc2c(c1)C(=O)N([C@H](C)CO)C[C@@H](C)[C@@H](CN(C)C(=O)CN(C)C)O2	-3	2	1	-4	-2[16.7 µM]	.	5	15
CCCC1CCC(c2ccc(OCC)cc2)=CC1=O (stereo unspecified)	-6	-29	3	-56	1	-226	-12	3
Cc1csc(NC(=O)C2CCCN2C(=O)Oc2ccccc2)n1 (stereo unspecified)	7	.	.	.	-1	12	7	.
CC(OC(=O)c1cccnc1Cl)C(=O)Nc1ccc2c(c1)OCCO2 (stereo unspecified)	.	-12	-1	1	.	14	2	.
COc1ccccc1C(=O)Oc1ccc(C(C)(C)C)cc1	0	.	.	.	-3	4	-10	2
COc1ccc(C(=O)Nc2nnc(Cc3cccs3)s2)cc1OC	0	1	.	.	9	.	.	-10
CC(=O)N1c2ccc(S(=O)(=O)N3CCCC3C(=O)Nc3cccc(F)c3)cc2CC1C (stereo unspecified)	4	11	-1	11	2	3	-2	7
CN(Cc1cnn(Cc2ccccc2)c1)C(=O)c1cccc(S(=O)(=O)N2CCOCC2)c1	2	-13	-55	41	41	19	.	-2
Cc1noc(C)c1NC(=O)Nc1ccc2c(c1)C(=O)N(C)[C@H]1CC[C@H](CC(=O)Nc3ccccc3F)O[C@@H]1CO2	-3	-5	.	0	16[16.7 µM]	8	-3	-1
CNC[C@@H]1OCCCC[C@@H](C)Oc2ccc(NS(=O)(=O)c3ccc(OC)cc3)cc2C(=O)N([C@@H](C)CO)C[C@H]1C	.	11	.	3	-5[16.7 µM]	-17	.	-9
CN(C)CCCNC(=O)c1cccc(-c2ccc3nncn3c2)c1	0	-3	-2	-2	-3	0	4	.
CC(=O)c1ccc(Nc2nc(C(N)C3CCCCC3)cs2)cc1 (stereo unspecified)	0	-9	0	4	7	2	.	4
CCCN1C[C@@H](C)[C@@H](OC)CN(C)C(=O)c2ccc(NC(=O)Nc3cccc(F)c3)cc2OC[C@H]1C	-4	4	0	4	10[16.7 µM]	-2	5	-6
CCCNC(=O)c1cc(C2CCCCN2S(=O)(=O)c2ccc(F)cc2F)on1 (stereo unspecified)	0	3	-2	3	-3	-9	1	-19
